Screens as filed in PubChem BioAssay.
OXTR potentiator = potentiators of human oxytocin receptor. CHO-OTR cells, Fluo-8 calcium fluorescence, potentiator mode; 0% = oxytocin EC15, 100% = EC100. P30559. activation, % at 3 µM. AID 2445. 320,000 compounds, 0.061% hits;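 active = activation above that plate's cutoff, the mean activation of tested compounds plus 3 SD, cut at about 6.6% in these data, passing the limit was not always enough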;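 also: 100% uses oxytocin at 75 nM as the full agonist control; some results filed as inactive read as strong as hits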
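Assay system: CHO cell line stably expressing human OTR | Also added: Oxytocin at about EC15, sub-maximal agonist stimulus | Times: Compound 6 min at room temperature before oxytocin, 100 s read | Measured by: Fluo-8 intracellular calcium fluorescence, ex 470-495, em 515-575 nm | Controls: EC15 oxytocin alone as 0%, 75 nM oxytocin as 100%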
TAAR1 agonist = human TAAR1 agonism; Q96RJ0; AID 624467; 360,000 compounds, 0.99% hits; activation, % at 3 µM; CHO RD-HGA16 TAAR1, Fluo-8 calcium fluorescence; vehicle wells 0%, saturating PEA agonist 100%;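 active = activation above the mean activation of all test compounds in the run plus 3 SD, cut at about 38% in these data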
Target sequence (Q96RJ0 whole entry, looked up): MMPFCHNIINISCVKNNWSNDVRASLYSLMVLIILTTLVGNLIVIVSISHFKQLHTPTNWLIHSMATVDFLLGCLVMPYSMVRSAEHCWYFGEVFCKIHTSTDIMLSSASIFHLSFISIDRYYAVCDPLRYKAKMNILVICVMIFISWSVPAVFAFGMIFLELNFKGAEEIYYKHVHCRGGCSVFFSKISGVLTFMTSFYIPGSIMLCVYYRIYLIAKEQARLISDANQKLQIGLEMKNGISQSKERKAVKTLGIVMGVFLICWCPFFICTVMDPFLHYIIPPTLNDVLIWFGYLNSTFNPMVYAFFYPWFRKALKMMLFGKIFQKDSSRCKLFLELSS
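test system = CHO RD-HGA16 cells carrying human TAAR1 plus Gα16 | schedule = 17-24 h seeding, 75 min 37 °C dye, 30 min RT | compound dosing = 3 µM single concentration | control set = DMSO and PEA EC100 | replicates = n 1 | signal = Fluo-8 fluorescence, 5 s baseline then 140 s kinetic read | measure = percent activation vs PEA EC100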
TAAR1 antag = human TAAR1 antagonism; inhibition, % at 3 µM; 360,000 compounds, 1.5% hits; CHO RD-HGA16 TAAR1, Fluo-8 calcium fluorescence, antagonist; AID 624466;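 active = inhibition above a per-plate cutoff, the mean inhibition of test compounds on that plate plus 3 SD, cut at about 49% in these data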;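 also: 0% = DMSO plus EC80 beta-PEA response and 100% = DMSO alone without agonist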
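test system = CHO RD-HGA16 cells bearing hTAAR1 | replication = singlicate | controls = DMSO-only wells and EC80 β-PEA-stimulated wells | reagent = EC80 β-phenethylamine stimulus | read-out basis = percent inhibition of PEA-evoked calcium signal, max/basal emission ratio | schedule = seeding 17-24 h prior, 75-min 37 °C, 30-min RT dye loading | signal = kinetic Fluo-8 calcium fluorescence measurement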
CHRM1 agonist = activates human CHRM1 receptor; activation, % at 3 µM; CHO-K1 hM1, Fluo-8 calcium fluorescence, agonist mode; 0% DMSO, 100% acetylcholine EC100; P11229; 360,000 compounds, 0.33% hits;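 active = activation above the run's mean compound activation plus 3 SD, cut at about 16% in these data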;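 also: peak over basal fluorescence ratio within a 140 s kinetic read after compound addition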
Target sequence (P11229 whole entry, looked up): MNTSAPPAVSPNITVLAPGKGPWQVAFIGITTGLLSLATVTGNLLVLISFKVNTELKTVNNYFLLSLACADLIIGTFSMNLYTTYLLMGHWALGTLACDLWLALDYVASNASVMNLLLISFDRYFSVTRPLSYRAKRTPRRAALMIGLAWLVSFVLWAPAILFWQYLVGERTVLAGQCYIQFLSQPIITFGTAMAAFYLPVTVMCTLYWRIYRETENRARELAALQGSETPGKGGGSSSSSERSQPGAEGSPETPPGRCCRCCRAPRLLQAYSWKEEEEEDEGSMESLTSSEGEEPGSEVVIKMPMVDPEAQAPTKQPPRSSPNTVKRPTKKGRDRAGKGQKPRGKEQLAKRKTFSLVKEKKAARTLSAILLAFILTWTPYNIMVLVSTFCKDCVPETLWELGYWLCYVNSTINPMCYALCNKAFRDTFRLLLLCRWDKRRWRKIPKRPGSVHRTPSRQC
V1aR counter = activates human V1a receptor in oxytocin agonist counter-screen; CHO-V1R cells, Fluo-8 calcium fluorescence, agonist mode; 0% DMSO, 100% 3 nM vasopressin; AID 2797; activation, % at 3 µM; P37288; 320,000 compounds, 0.25% hits;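 active = activation above the mean activation of all tested compounds plus 3 SD, per screening run, cut at about 20% in these data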;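 also: signal is peak over basal fluorescence ratio across a 100 second FLIPR read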
CHO parental Ca = counter-screen: ATP calcium response change in parental CHO cells | parental CHO-K1, ATP-induced calcium, Fluo-8 fluorescence | 330,000 compounds, 0.63% hits | inhibition, % at 5.6 µM;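 active = inhibition above that plate's mean sample inhibition plus 3 SD, cut at about 26% in these data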;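 also: 0% = ATP-challenged DMSO wells and 100% = DMSO wells without ATP; some compounds past the cut are filed as inactive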
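Assay system – parental CHO cells · Reagent – ATP stimulus · Detection – intracellular calcium via Fluo-8 no-wash fluorescent dye · Evaluation – percent inhibition of ATP-evoked calcium rise, normalized to controls · Controls – ATP wells versus no-ATP DMSO wells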
M1 antag = blocks human M1 muscarinic receptor; 360,000 compounds, 1.3% hits; AID 588852; P11229; inhibition, % at 3 µM; CHO-K1 hM1, Fluo-8 calcium fluorescence, ACh EC80 antagonist;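 active = percent inhibition above its own plate's cutoff, namely the mean of that plate's compound wells plus 3 SD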;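 also: peak over basal fluorescence ratio during 140 s after agonist addition; 0% = ACh EC80 plus DMSO and 100% = DMSO alone without agonist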
M1 PAM = human CHRM1 positive allosteric modulation; P11229; 360,000 compounds, 0.088% hits; CHO-K1 hM1, Fluo-8 calcium fluorescence, ACh EC20; 0% = ACh EC20, 100% = maximal ACh; activation, % at 3 µM; AID 588819; in the data active = activation above about 19%, passing the limit was not always enough
OXTR agonist = human OXTR agonism. 320,000 compounds, 0.32% hits. P30559. activation, % at 3 µM. CHO-OTR cells, Fluo-8 calcium fluorescence; normalized: DMSO 0%, oxytocin 100%;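 active = activation above the mean of all tested compounds plus 3 SD, cutoff set per screening run, cut at about 20% in these data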;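 also: peak over basal fluorescence ratio from a 100 s FLIPR kinetic read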
An asterisk follows results filed as active; . = not tested or not shown. Rows are unselected; overall some 3.7% were active at least once.

SMILES	OXTR potentiator	TAAR1 agonist	TAAR1 antag	CHRM1 agonist	V1aR counter	CHO parental Ca	M1 antag	M1 PAM	OXTR agonist
C/C(=N\NC(=O)c1ccccc1NC(=O)c1ccc(Cl)cc1)c1ccncc1	4	5	-2	-5	0.4	-4	3	-5	0.3
O=C(NCCc1ccccc1)C1CCCN1S(=O)(=O)c1ccc(F)cc1 (stereo not drawn)	-3	-1	-6	-3	0.2	-12	-3	2	-1.2
CC(C)OP(=O)(OC(C)C)C(O)c1ccc(N(C)C)cc1 (stereo not drawn)	2	1	-26	-4	-0.5	-27	-1	2	1.1
O=C(CN1CCN(c2ccc(F)cc2)CC1)Nc1nnc(-c2ccccc2)s1	-3	0	5	-4	-0.1	-2	4	9	-1.1
CN1CCN(c2ccccc2NC(=O)c2cccs2)CC1	-2	2	-28	-6	0.4	-10	17	-9	1.7
Cc1nnc(SCC(=O)c2ccccc2F)n1Cc1ccccc1	1	.	.	-6	0.6	-11	-9	5	0.6
O=C1c2oc3ccc(Cl)cc3c(=O)c2C(c2ccccn2)N1CCCN1CCOCC1 (stereo not drawn)	-7	6	-26	.	0.6	0	.	.	-1.8
COC(=O)c1cccc(NC(=S)Nc2ccc(Cl)c(Cl)c2)c1	-15	10	-10	5	7.4	6	14	-6	7.4
Cc1cccc(NS(=O)(=O)c2cnc(Cl)c(Br)c2)n1	2	3	-16	-4	0.3	-19	-16	5	0.1
Cc1c(C(=O)NN2CCCCC2)nn(-c2ccc(Cl)cc2Cl)c1-c1ccc(I)cc1	-11	.	.	.	2.0	-16	.	.	-1.4
Nc1ccccc1Nc1ccncc1[N+](=O)[O-]	-8	7	5	-2	-0.8	-4	-4	9	0.9
[O-]/C(=C(\C(=S)Nc1ccccc1F)[n+]1ccccc1)c1ccc(OC(F)F)cc1	-4	0	7	-6	0.7	-7	-8	1	0.5
Cc1cc(=O)oc2c(CN3CCN(CCO)CC3)c(O)ccc12	3	0	-35	-1	0.6	-8	-24	8	-0.7
CCOC(=O)c1sc(N2C(=O)C(O)=C(C(=O)c3ccc(C)o3)C2c2cccc([N+](=O)[O-])c2)nc1C (stereo not drawn)	8	1	-40	0	1.3	-19	-15	10	1.1
c1ccc(Oc2cnc3ccccc3n2)cc1	4	3	-13	-5	-0.7	-3	1	3	-2.0
COC(=O)CSc1nc2sc3c(c2c(=O)[nH]1)CCC3	-3	3	-2	-7	-0.2	-6	3	0	1.5
Cc1ccc(O)c(C2=Nc3ccccc3N=C(c3cccc([N+](=O)[O-])c3)C2)c1	-9	2	-13	-7	-0.4	-5	-1	3	-1.6
COC(=O)c1c(NC(=O)C(Cl)Cl)sc2c1C(C(=O)OC)CC2 (stereo not drawn)	-7	1	0	0	4.1	-22	-9	16	-3.4
Cc1cccc(NC(=O)C(C)Sc2nc3ccccc3c(=O)n2CCCN2CCOCC2)c1 (stereo not drawn)	-7	10	1	-6	-0.8	-23	5	-1	-0.9
CCOC(=O)COc1nc(-c2ccco2)cc(-c2ccco2)c1C#N	-19	4	-32	-8	-2.0	-11	0	-17	-2.1
COc1cc2c(cc1NC(=O)CN1C(=O)NC3(CCc4ccccc43)C1=O)oc1ccccc12 (stereo not drawn)	-20	8	50*	-3	0.2	19	0	3	3.0
COc1ccc([C@H]2CC(=O)C=C(c3ccc(Cl)c(C(F)(F)F)c3)C2)cc1OC	-5	10	27	4	0.3	-33	-2	15	1.2
COCCCn1c(C(=O)N2CCOCC2)cc2c(=O)n3cccc(C)c3nc21	-2	2	-8	-2	-0.2	-30	-5	7	-0.4
Cn1ccc2cc(NC(=O)Nc3cccnc3)ccc21	-5	5	5	-2	1.1	-15	-15	-1	-0.2
CC(=O)c1c(C)[nH]c(C(=O)OC2CCCCC2=O)c1C (stereo not drawn)	-10	8	-6	-4	0.8	-9	-8	4	0.1
CCN(CC)CCNC(Cc1ccccc1)c1cccc(OC)c1 (stereo not drawn)	.	0	-1	-3	.	.	1	-2	.
O=C(c1cccc(S(=O)(=O)NCCOc2ccccc2)c1)N1CCN(c2ncccn2)CC1	-11	20	40	-3	9.1	-32	3	-7	9.4
CCSc1nnc(NC(=O)C(C)Sc2nc3ccccc3[nH]2)s1 (stereo not drawn)	-2	10	3	6	5.7	-9	-2	6	0.9
O=C(CN1C(=O)c2cccc3cccc1c23)N1CCN(c2ccccc2)CC1	-7	6	6	-1	-0.4	-6	-8	1	0.2
CC(C)C(=O)Nc1nnc(Sc2ccc(N(C)C)cc2)s1	-4	13	2	-1	0.0	-2	-14	9	-0.3
Cc1noc(C)c1CSc1ncnc2sc(C)c(C)c12	6	6	-15	-5	-1.7	-19	0	-2	-2.2
N/C(=N\OC(=O)c1ccc(Cl)c([N+](=O)[O-])c1)c1ccccc1	7	4	-43	-3	-0.6	-11	-6	6	0.4
CC(C)(C)C(=O)CSc1nc2ncc(Br)cc2[nH]1	-7	11	16	-3	-0.1	-20	-8	-4	-0.1
Cc1cccc2c1-c1sc(C(=O)N3CCc4ccccc4C3)cc1CO2	-6	-2	24	-6	0.3	-4	6	-7	-0.5
Cc1cc(C)c(S(=O)(=O)N(C)c2ccccc2)c(C)c1	1	-2	13	-9	-1.2	-10	-5	2	-2.2
Cc1ccc(/C=N/NC(=O)NN(C)c2ncc(C(F)(F)F)cc2Cl)cc1	-10	3	-39	-3	-0.4	-14	21	-9	-2.1
CC(C)(C)OC(=O)NN1CC(=O)N2Cc3[nH]c4ccccc4c3C[C@H]2C1=O	-16	9	7	8	14	-1	3	-1	4.9
CC(C)c1ccc(NC(=O)C2CCN(C(=O)[C@@H]3Cc4ccccc4CN3)CC2)cc1	-6	12	-5	-5	3.1	-10	3	-3	2.1
CNc1ccc(/C=C(\C#N)C(=O)Nc2ccccn2)cc1[N+](=O)[O-]	-1	-1	14	7	-0.1	6	-9	18	0.7
O=C(/C=C/c1ccc(S(=O)(=O)N2CCOCC2)cc1)Nc1ccc(F)c(F)c1F	-8	5	7	-2	3.6	3	6	0	2.8
COC(=O)C1=C(C)NC(C)=C(C(=O)OC)C1c1ccco1	-4	-1	0	-3	-0.3	-1	0	9	-0.2
O=C(COc1ccc([N+](=O)[O-])cc1)Nc1nc(-c2ccccn2)cs1	2	11	0	-1	1.6	4	-5	-2	0.4
COc1ccc(/C=N/NC(=O)c2cc(-c3ccccc3)nc3ccccc23)cc1O	-12	6	40	-3	2.1	-50	9	-1	-1.4
COc1ccc(-c2cn3cccnc3n2)cc1NS(=O)(=O)c1ccccc1	-4	7	-1	-6	1.5	-10	-8	8	0.1
Cc1sc(NC(=O)CSc2nnc(COc3ccccc3)n2C)c(C#N)c1C	-14	53*	47	-3	3.5	28	-11	6	-0.2
COc1cc(O)c(C(CC(=O)N2CCN(c3ccccc3)CC2)c2ccc3c(c2)OCO3)c(OC)c1 (stereo not drawn)	-13	1	0	0	0.7	-10	1	6	0.0
CCCN(CC(=O)Nc1ccccc1C)C(=O)c1sc2ccccc2c1Cl	-3	0	-3	-3	0.2	-16	8	-1	-2.1
CCOC(=O)CN(C(=O)CNC(=O)c1cccs1)C(C(=O)NC1CCCCC1)c1cccs1 (stereo not drawn)	-28	12	23	10	0.2	-27	-7	-1	-0.4
CCN1C(=O)C(CC(=O)Nc2ccc(F)cc2)N(CCc2ccc(OC)cc2)C1=S (stereo not drawn)	-24	6	24	-1	7.4	-12	10	4	5.2
CC(C)(C)Nc1cccccc1=O	2	1	-3	-4	0.4	0	-6	6	-0.3

Reprinted at random: 2 compounds from above, in no set order.
SMILES	OXTR potentiator	TAAR1 agonist	TAAR1 antag	CHRM1 agonist	V1aR counter	CHO parental Ca	M1 antag	M1 PAM	OXTR agonist
Cc1noc(C)c1CSc1ncnc2sc(C)c(C)c12	6	6	-15	-5	-1.7	-19	0	-2	-2.2
COc1ccc([C@H]2CC(=O)C=C(c3ccc(Cl)c(C(F)(F)F)c3)C2)cc1OC	-5	10	27	4	0.3	-33	-2	15	1.2

Some of the entries above in a different format.
> COc1ccc(/C=N/NC(=O)c2cc(-c3ccccc3)nc3ccccc23)cc1O
- OXTR potentiator: -12
- TAAR1 agonist: 6
- TAAR1 antag: 40
- CHRM1 agonist: -3
- V1aR counter: 2.1
- CHO parental Ca: -50
- M1 antag: 9
- M1 PAM: -1
- OXTR agonist: -1.4

> COc1ccc(-c2cn3cccnc3n2)cc1NS(=O)(=O)c1ccccc1
- OXTR potentiator: -4
- TAAR1 agonist: 7
- TAAR1 antag: -1
- CHRM1 agonist: -6
- V1aR counter: 1.5
- CHO parental Ca: -10
- M1 antag: -8
- M1 PAM: 8
- OXTR agonist: 0.1

> Cc1sc(NC(=O)CSc2nnc(COc3ccccc3)n2C)c(C#N)c1C
- OXTR potentiator: -14
- TAAR1 agonist: 53*
- TAAR1 antag: 47
- CHRM1 agonist: -3
- V1aR counter: 3.5
- CHO parental Ca: 28
- M1 antag: -11
- M1 PAM: 6
- OXTR agonist: -0.2
